High-throughput results: PubChem BioAssay, National Center for Advancing Translational Sciences (NCATS)
EPAC2 agonist: activates human EPAC2 exchange factor; Q8WZA2; hit rate 0.079% among 360,000; Potency, µM (doses to about 154 µM), for the others: at the top dose activation, most hits filed as activators; EPAC2 activation, biochemical qHTS; response scale: 100% = 6.5 mM cAMP response; AID 720711; further: potency means the concentration at half of the fitted maximal effect; nearly all actives have a fitted effect of over 50% in size
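Exchange assay: 100 nM EPAC2 with 250 nM Rap1B-BODIPY-GDP and 50 uM GDP. Fluorescence (ex 480/em 540 nm) read every 5 min for 30 min at room temperature. Data normalized to 6.5 mM cAMP as agonist control.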
PI5P4Ka inh: inhibitors of human PI5P4K alpha | P48426 | PI5P4Kalpha enzyme, ADP-Glo luminescence, 60 min; hits give low values | max response, % | hit rate 1.2% among 330,000 | AID 652105; active means max response of -50% or lower; inconclusive means between -30% and -50%; inactive means -30% or higher; further: value at the top dose of about 77 µM; on the % scale 0 is the no-effect control and ±100 the full control effect
Target sequence (P48426 whole entry, looked up): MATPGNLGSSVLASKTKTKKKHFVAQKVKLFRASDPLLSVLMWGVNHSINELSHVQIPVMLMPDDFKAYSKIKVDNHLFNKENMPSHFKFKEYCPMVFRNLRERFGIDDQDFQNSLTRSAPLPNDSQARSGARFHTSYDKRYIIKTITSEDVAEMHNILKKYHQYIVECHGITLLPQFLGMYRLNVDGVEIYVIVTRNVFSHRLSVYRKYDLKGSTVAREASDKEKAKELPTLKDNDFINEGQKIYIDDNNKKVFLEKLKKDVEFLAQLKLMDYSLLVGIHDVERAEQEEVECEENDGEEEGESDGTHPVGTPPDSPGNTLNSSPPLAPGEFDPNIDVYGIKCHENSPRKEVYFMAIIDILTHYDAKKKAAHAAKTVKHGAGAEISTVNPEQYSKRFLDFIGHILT
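Human PI5P4Kalpha with substrate in 0.038 M HEPES pH 7.4, 0.28 mM EGTA, 0.1% CHAPS, 5% DMSO; reaction started with 5 microM ATP (final), 60 min at room temperature. ADP formed read by ADP-Glo luminescence.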
CCT chaperon mod: changes cytosolic chaperonin activity. activity change, % (concentration not given with the values), hits read low. hit rate 0.3% among 360,000. purified chaperonin ATPase assay, HTRF ADP detection, 30 min; in the data active means activity change below about -30%; further: on the % scale 0 is the no-effect control and ±100 the full control effect
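We incubate TRiC, 40 or 20 nM final, with library compounds at 76 uM and 10 uM ATP for 30 min at 37 °C. ADP formed is detected with Transcreener HTRF reagents after 30 min at room temperature.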
EPAC1 antagonist: EPAC1 (human) antagonism; O95398; EPAC1 GEF assay, Rap1b-BODIPY-GDP exchange fluorescence; Potency, µM (top dose mostly 115 µM), for the others: at the top dose activity change, negative = inhibition, usual class: inhibitors; hit rate 0.14% among 360,000; AID 720709;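 further: potency means the concentration at half of the fitted maximal effect; plate controls were vehicle for no effect and positive control for full effect; nearly all actives have a fitted effect of over 50% in size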
EPAC1 agonist: EPAC1 (human) agonism; Potency, µM (titrated, usually from 154 µM), for the others: top-dose activation, usual class: activators; EPAC1 agonist qHTS, biochemical assay; response scale: 100% = response to 6.5 mM cAMP; O95398; hit rate 0.073% among 360,000; further: potency means the concentration at half of the fitted maximal effect; nearly all actives have a fitted effect of over 60% in size
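Nucleotide exchange by EPAC1 (100 nM) on Rap1B–BODIPY-GDP (250 nM) in the presence of 50 uM GDP is tracked fluorescently at 480/540 nm over 30 min. Signals are normalized to a 6.5 mM cAMP control.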
IL-2 act: IL-2 activation; IL-2 activation reporter assay, cell-based qHTS; stimulated with anti-CD3/CD4/CD28 beads; in transgenic mouse T cells; activation, % (series mostly up to about 46 µM); hit rate 0.065% among 360,000; AID 652025; in the data active means activation above about 50%; inconclusive means mostly about 30% to 49%; further: 0% is about no effect
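Readout: EGFP and DsRed signals by fluorescent plate cytometry. Unstimulated transgenic mouse T cells received compound 60 min before antibody-bead stimulation, then incubated 18 h at 37 degrees C.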
PLK1 PBD inh: inhibitors of human PLK1 polo-box domain binding; hit rate 2.8% among 360,000; Potency, µM, for inactives: max response, negative = inhibition, usual class: inhibitors; P53350; Plk1 PBD binding of FITC phosphopeptide, fluorescence polarization; further: potency means the concentration at half of the fitted maximal effect; series mostly up to about 57 µM; on the % scale 0 is the no-effect control and ±100 the full control effect; nearly all actives have a fitted effect of over 65% in size
Target sequence (P53350 whole entry, looked up, the tested form may be a part): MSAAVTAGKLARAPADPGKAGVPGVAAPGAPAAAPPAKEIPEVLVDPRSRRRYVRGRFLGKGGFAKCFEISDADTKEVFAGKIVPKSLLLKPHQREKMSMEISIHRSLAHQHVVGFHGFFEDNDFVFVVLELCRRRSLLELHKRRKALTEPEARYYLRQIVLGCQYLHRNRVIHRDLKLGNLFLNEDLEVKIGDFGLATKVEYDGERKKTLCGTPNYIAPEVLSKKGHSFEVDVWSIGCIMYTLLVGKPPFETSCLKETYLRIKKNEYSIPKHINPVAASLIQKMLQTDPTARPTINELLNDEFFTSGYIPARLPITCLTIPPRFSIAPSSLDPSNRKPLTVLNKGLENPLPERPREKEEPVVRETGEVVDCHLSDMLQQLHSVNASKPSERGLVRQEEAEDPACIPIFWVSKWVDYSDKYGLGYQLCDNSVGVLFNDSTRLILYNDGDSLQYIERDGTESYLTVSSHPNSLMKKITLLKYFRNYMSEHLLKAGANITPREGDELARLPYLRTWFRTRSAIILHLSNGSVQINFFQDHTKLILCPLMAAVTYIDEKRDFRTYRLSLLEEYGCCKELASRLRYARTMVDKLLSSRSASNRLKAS
WRN inhibitor: WRN helicase (human) inhibition. Q14191. hit rate 0.46% among 360,000. Potency, µM (titrated, usually from 114 µM), without a hit: top-dose activity change, negative = inhibition, most hits filed as inhibitors. AID 651768. WRN helicase unwinding, fluorescent forked duplex, kinetic; further: potency means the concentration at half of the fitted maximal effect; on the % scale 0 is the no-effect control and ±100 the full control effect; nearly all actives have a fitted effect of over 55% in size
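Kinetic red-fluorescence monitoring (525/598 nm) tracks WRN helicase activity after 100 nM fluorophore-quencher forked duplex and 2 mM ATP are added to 20 nM enzyme pretreated 15 min at room temperature with compound.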
* hit, by the source's call; ? = inconclusive; / = no result given; [ ] = remark or other dose. Unless noted, the call rests on the fitted dose curve; in most records, active means well fitted curve in the direction sought with a large enough effect; inconclusive means small, poorly fitted or top-dose-only effect, or another doubt; inactive means no such curve, though single readings can be large; an effect the other way counts as inactive or inconclusive. An excerpt (hit frequency here may not be typical).

SMILES	EPAC2 agonist	PI5P4Ka inh	CCT chaperon mod	EPAC1 antagonist	EPAC1 agonist	IL-2 act	PLK1 PBD inh	WRN inhibitor
CCN(CC)CCN1C(=O)C(=O)/C(=C(/O)c2ccc(C)cc2)C1c1cccnc1 (configuration not stated)	7%	0	-1.5	-5%	-2%	-0.1	-1%	-3%
CCSc1nsc(NC(=O)Nc2ccccc2Cl)n1	-3%	2	-4.1	15%	7%	-0.5	-10%	6%
COc1ccc(NC(=O)Cc2ccsc2)cc1S(=O)(=O)N1CCOCC1	3%	2	-1.9	-8%	-2%	0.0	0%	6%
C/C(Cn1cnc([N+](=O)[O-])n1)=N\NC(=O)c1ccccc1O	18%	3	-2.5	-4%	10%	0.8	-7%	-11%
O=c1cc(-c2ccccc2)nc(Cc2c(Cl)cccc2Cl)[nH]1	-5%	0	-2.0	5%	5%	-1.8	4%	0%
CCc1ccc(-c2c(C)sc(NC(=O)C3CCC3)c2C#N)cc1	-1%	-2	0.4	26%	-5%	1.6	4%	-25%[57.1 µM]
O=S(=O)(c1ccc(C2CCCCC2)cc1)N1CCOCC1	0%	0	-2.6	-27%	1%	-0.1	6%	-9%
CC(=O)c1ccc(NS(=O)(=O)c2cc(-c3cnc(C4CC4)o3)ccc2C)cc1	-4%	2	-1.3	-14%	11%	-2.5	-27%	-9%
CCCCc1nc2cc(C(=O)NCc3cn(C)nc3C)ccc2o1	0%	-1	-1.6	1%	1%	-3.9	1%	1%
Cc1nc2ncnn2c(C)c1CCC(=O)Oc1ccccc1	4%	0	-1.9	-1%	8%	0.9	1%	4%
Cc1ccc(S(=O)(=O)NC(=O)C2(C)CCN2C(=O)C2(c3ccc(Cl)cc3)CCC2)nc1 (configuration not stated)	0%	-5	-1.4	-18%	-16%	2.2	-1%	0%[57.1 µM]
Oc1ccc(C[C@H]2CNCCN2CC2(c3ccccc3)CC2)cc1	3%	3	-7.3	-5%	-8%	0.0	-14%	-3%
COC(=O)c1cccc(Oc2nc3c(c(=O)n(C)c(=O)n3C)n2C(C)C)c1	14%	2	-0.9	-5%	-12%	-3.3	-8%	2%
CC(=O)Nc1ccc(/C(C)=N/NS(=O)(=O)c2ccccc2)cc1	1%	1	-2.2	-12%	-4%	3.5	0%	-9%[57.1 µM]
COc1ccc(-c2cncnc2-c2ccc(OC)cc2O)cc1	11%	6	-6.6	9%	1%	-1.3	-3%	-2%
Cc1ccccc1CC(=O)NC1CCN(Cc2ccccc2)CC1	5%	-9	-0.5	7%	-6%	-1.4	-11%	12%
Cc1ccc(N2C(=O)C3NN=C(C(=O)OCc4ccccc4)C3C2=O)cc1 (configuration not stated)	8%	3	-0.9	-26%	-7%	-1.7	-6%	-2%
C[C@H](CO)N1C[C@H](C)[C@@H](CN(C)CC2CCCCC2)Oc2c(NC(=O)Cc3ccccc3)cccc2C1=O	7%	-18	-5.0	?	-4%	-0.8	19µM*	3%
O=C(CNC(=O)c1ccc(Cl)cc1Cl)OCC(=O)N1CCCC1	0%	1	-0.8	11%	11%	0.7	4%	5%
CCCSc1nc(N)cc(=O)[nH]1	6%	/	1.2	22%	-14%	-1.9	-4%	-14%
COC(=O)C1=C(C(=O)OC)[C@@H]2N(C)c3ccc(OC)cc3[C@@]23C[C@@H](C(=O)OC)N(S(=O)(=O)c2ccc(OC)cc2)C3=N1	5%	-9	-1.3	-2%	-6%	0.6	1%	10%
Cc1cccc(-c2cc3nc4c(c(N5CCC6(CC5)OCCO6)n3n2)CCCC4)c1	26%	/	-0.9	-2%	11%	2.9	-7%	4%
O=C(CSc1nc2ccccc2c(=O)[nH]1)Nc1ccccc1N1CCOCC1	6%	5	-1.7	-19%	9%	-0.8	0%	-6%
COc1cc(CNCc2ccccn2)ccc1OCc1ccc(Cl)c(Cl)c1	2%	2	-1.6	-28%	-5%	-2.2	-12%	2%
Cc1ccc(N2CC(C(=O)NCCC(C)C)CC2=O)cc1 (configuration not stated)	0%	1	0.0	-4%	-1%	-3.3	1%	4%
CC1(c2nnc(-c3ccncc3)o2)CC(c2ccc(Cl)cc2)=NO1 (configuration not stated)	4%	-1	2.6	-10%	4%	-0.7	-1%	-3%
COc1ccc(S(=O)(=O)Nc2ccc(F)c(F)c2)cc1Cl	0%	/	-1.1	-6%	10%	3.6	1%	-17%
CN(C)Cc1c(-c2ccc(Cl)cc2)nc2ccc(Cl)cn12	6%	3	0.0	-1%	1%	-2.7	-13%	0%
Nc1c(N)c2ccccc2oc1=O	6%	/	-7.0	4%	5%	-0.4	3%	-16%
COc1ccc(C(CNC(=O)c2ccc(N3CCCC3=O)cc2)N2CCCC2)cc1 (configuration not stated)	-1%	1	-1.8	8%	0%	-5.8	-7%	0%
CC(=O)/C=C\c1ccc(OC(=O)c2cccnc2)cc1	8%	-2	-1.7	5%	4%	0.4	4%	-7%
O=C(c1cc(-c2ccccn2)nc2ccc(Br)cc12)N1CCN(S(=O)(=O)c2ccccc2)CC1	10%	0	-8.1	9%	11%	-0.3	-10%	-5%
Cc1ccc(Oc2ncc(CN3CC(C)OC(C)C3)s2)cc1 (configuration not stated)	7%	2	-18	0%	-1%	-1.5	-5%	-4%
OCC[C@@H]1C[C@H](O)[C@@H](O)[C@@]2(OCCc3ccccc32)O1	14%	-1	-2.2	-2%	-21%	0.7	-12%	7%
O=C(c1ccco1)N1CCN(C(=O)c2ccc(-c3ccc(Cl)cc3)o2)CC1	4%	-24	-1.4	-17%	9%	0.4	-3%	3%
CC(CC(=O)NCCc1ccc(F)cc1)c1ccccc1 (configuration not stated)	3%	-2	-1.1	5%	-7%	0.5	3%	7%
N=C1SCC(=O)N1/N=C/c1ccccc1	-1%	1	-0.3	8%	13%	0.5	-12%	-1%
COc1ccc(OC)c(NC(=O)CSc2nnc(CNC(=O)COc3ccc(Cl)cc3)o2)c1	10%	4	-0.6	-16%	5%	-2.8	-14%	-14%[57.1 µM]
Cc1cccc([C@@H]2[C@@H]3C(=O)N(Cc4ccccc4)C(=O)[C@@H]3[C@]3(CC(C)C)C(=O)N(c4cccc(F)c4)C(=O)N23)c1	-8%	-2	-14	-12%	-6%	0.1	10%	3%
O=C(CCS(=O)(=O)c1ccc(Cl)cc1)Nc1nccs1	9%	-6	2.6	6%	-3%	-4.6	?	2%

Continued (2 carried over from the part before).
SMILES	EPAC2 agonist	PI5P4Ka inh	CCT chaperon mod	EPAC1 antagonist	EPAC1 agonist	IL-2 act	PLK1 PBD inh	WRN inhibitor
Cc1cccc([C@@H]2[C@@H]3C(=O)N(Cc4ccccc4)C(=O)[C@@H]3[C@]3(CC(C)C)C(=O)N(c4cccc(F)c4)C(=O)N23)c1	-8%	-2	-14	-12%	-6%	0.1	10%	3%
O=C(CCS(=O)(=O)c1ccc(Cl)cc1)Nc1nccs1	9%	-6	2.6	6%	-3%	-4.6	?	2%
CCOc1cccc(C(=O)Nc2ccccc2OC(F)F)c1	4%	2	-2.1	-7%	1%	-0.9	6%	-8%
CC(=O)NC12CC3CC(C)(C1)CC(NC(C)=O)(C3)C2	6%	/	-5.6	-2%	6%	-1.5	-8%	1%
O=C(CN(C(=O)c1csnn1)c1ccc(F)cc1)NCc1ccc(F)cc1	5%	6	0.1	-3%	0%	-2.5	-8%	-9%
CC(C)(C)c1ccc(COn2ccnc2)cc1	5%	-8	-2.8	?	-5%	0.4	-9%	1%
O=C1COc2ccc(C(=O)COC(=O)Cc3c(F)cccc3Cl)cc2N1	9%	-10	-4.8	4%	-10%	-5.5	-14%	9%
CC(=O)Oc1ccc(C(=O)Nc2cc(C)ccc2NC(=O)COc2ccccc2)cc1	-11%	-2	-0.2	-10%	-15%	-0.1	-3%	-5%
O=C(Nc1ccc(S(=O)(=O)NCc2ccco2)cc1)c1ccc(F)cc1	2%	-8	-4.5	-16%	0%	-0.8	-23%	-7%[11.6 µM]
Cc1ccc(F)cc1NC(=O)CCc1c(C)[nH]c(=O)c(C#N)c1C	3%	2	-0.7	4%	0%	8.2	-3%	3%
C=CCOC(=O)N1CCN(c2cccc(C(F)(F)F)c2)CC1	-1%	-3	-1.5	-10%	-1%	-1.0	-9%	-4%
CC(C)N(Cc1nccn1C)C(=O)c1ccc2oc(CCCc3ccccc3)nc2c1	8%	5	-1.0	12%	0%	-4.9	-3%	-8%
CCCCN(CC)Cc1ccc(CNC(=S)Nc2cccc(F)c2)o1	-2%	1	-0.3	-12%	3%	?	?	-6%
CCC(=O)N1CCc2cc(S(=O)(=O)NCCC(=O)Nc3cc(C)cc(C)c3)ccc21	6%	-3	-0.9	-5%	4%	-0.4	27µM*	-5%
CCOC(=O)C1CCCN(C(=O)C2CC(=O)N(c3ccc(C)cc3)C2)C1 (configuration not stated)	6%	/	-0.7	4%	-4%	0.2	-9%	-1%
O=S(=O)(c1cccc(-c2nnc(-c3cccnc3)o2)c1)N1CCCCC1	-4%	/	1.0	3%	1%	-0.1	-3%	-2%
CCCNc1c(N)c(=O)c1=O	7%	1	1.5	1%	4%	-0.5	2%	7%
COc1ccc(C(C#N)N2CCC(c3ccccc3)=N2)cc1OC (configuration not stated)	-3%	-13	1.3	-16%	2%	-3.7	-12%	-35%

In the list so far, 8 contain an aryl methoxy group:
SMILES	EPAC2 agonist	PI5P4Ka inh	CCT chaperon mod	EPAC1 antagonist	EPAC1 agonist	IL-2 act	PLK1 PBD inh	WRN inhibitor
COc1ccc(NC(=O)Cc2ccsc2)cc1S(=O)(=O)N1CCOCC1	3%	2	-1.9	-8%	-2%	0.0	0%	6%
COc1ccc(-c2cncnc2-c2ccc(OC)cc2O)cc1	11%	6	-6.6	9%	1%	-1.3	-3%	-2%
COC(=O)C1=C(C(=O)OC)[C@@H]2N(C)c3ccc(OC)cc3[C@@]23C[C@@H](C(=O)OC)N(S(=O)(=O)c2ccc(OC)cc2)C3=N1	5%	-9	-1.3	-2%	-6%	0.6	1%	10%
COc1cc(CNCc2ccccn2)ccc1OCc1ccc(Cl)c(Cl)c1	2%	2	-1.6	-28%	-5%	-2.2	-12%	2%
COc1ccc(S(=O)(=O)Nc2ccc(F)c(F)c2)cc1Cl	0%	/	-1.1	-6%	10%	3.6	1%	-17%
COc1ccc(C(CNC(=O)c2ccc(N3CCCC3=O)cc2)N2CCCC2)cc1 (configuration not stated)	-1%	1	-1.8	8%	0%	-5.8	-7%	0%
COc1ccc(OC)c(NC(=O)CSc2nnc(CNC(=O)COc3ccc(Cl)cc3)o2)c1	10%	4	-0.6	-16%	5%	-2.8	-14%	-14%[57.1 µM]
COc1ccc(C(C#N)N2CCC(c3ccccc3)=N2)cc1OC (configuration not stated)	-3%	-13	1.3	-16%	2%	-3.7	-12%	-35%
